# Jurkat NFkB inh = inhibitors of the PMA/ionomycin-induced NF-kB reporter in Jurkat cells; PMA/ionomycin-induced NF-kB luciferase reporter, luminescence; inhibition, % at 4 µM; 330,000 tested, 0.53% active; AID 435003; in the data active = inhibition above about 50%
# EBI2 block = EBI2 (human) antagonism | P32249 | AID 651636 | EBI2 beta-arrestin recruitment, luminescence, 7a,25-OHC stimulated | inhibition, % at 5 µM | 360,000 tested, 0.81% active; in the data active = inhibition above about 38%;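 also: enzyme fragment complementation signal reports receptor beta-arrestin coupling in cells; 0% = agonist plus DMSO wells and 100% = wells without agonist; some results beyond the cut were filed as inactive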
# Target sequence (P32249 whole entry, looked up, the tested form may be a part): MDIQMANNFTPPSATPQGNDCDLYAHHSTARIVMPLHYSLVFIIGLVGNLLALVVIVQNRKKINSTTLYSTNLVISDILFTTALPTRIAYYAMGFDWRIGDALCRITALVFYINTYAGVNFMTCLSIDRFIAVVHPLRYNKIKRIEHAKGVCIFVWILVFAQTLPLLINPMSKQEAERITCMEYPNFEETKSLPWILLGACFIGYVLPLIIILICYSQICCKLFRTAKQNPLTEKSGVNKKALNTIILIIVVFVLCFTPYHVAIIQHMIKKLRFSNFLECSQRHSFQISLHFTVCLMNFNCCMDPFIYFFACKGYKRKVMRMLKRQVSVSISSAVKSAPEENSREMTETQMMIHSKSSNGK
# Gli-Sufu antag = antagonists of Gli-Sufu signaling. Sufu-KO-LIGHT fibroblasts, Gli luciferase reporter luminescence. inhibition, % at 5 µM. 340,000 tested, 0.74% active;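 active = inhibition above about 55%, limit read from the data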;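 also: 0% = DMSO-treated cells and 100% = wells with medium but no cells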
# CHOP UPR activ = apoptotic UPR (CHOP) activation; CHO-CHOP luciferase reporter, luminescence; percent of tunicamycin response over DMSO baseline; 330,000 tested, 0.34% active; activation, % at 10 µM; AID 449763;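 active = at 10 µM dose, activation of 40% or more, normalized to positive control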;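 also: 100% = tunicamycin at 10 µg/mL and 0% = DMSO alone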
#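 Material: CHO-CHOP cells, stable luciferase reporter of PERK-eIF2a-CHOP signalling; quantity: 500 reporter cells seeded per well; buffer or medium: F12 medium containing 10% fetal bovine serum; compound: one dose, 10 µM in 0.5% DMSO; incubation: 6 h compound treatment, 37 °C; measured by: Steady-Glo luciferase luminescence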
# CXCR6 block = blocks human CXCR6 beta-arrestin recruitment; O00574; CHO-K1 PathHunter CXCR6 beta-arrestin, luminescence; inhibition, % at 20 µM; 360,000 tested, 0.36% active; AID 602244; in the data active = inhibition above about 34%, passing the limit was not always enough;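 also: antagonist mode with CXCL16 agonist at 10 nM final; 0% = 10 nM CXCL16 with DMSO and 100% = unstimulated wells without agonist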
# Target sequence (O00574 whole entry, looked up): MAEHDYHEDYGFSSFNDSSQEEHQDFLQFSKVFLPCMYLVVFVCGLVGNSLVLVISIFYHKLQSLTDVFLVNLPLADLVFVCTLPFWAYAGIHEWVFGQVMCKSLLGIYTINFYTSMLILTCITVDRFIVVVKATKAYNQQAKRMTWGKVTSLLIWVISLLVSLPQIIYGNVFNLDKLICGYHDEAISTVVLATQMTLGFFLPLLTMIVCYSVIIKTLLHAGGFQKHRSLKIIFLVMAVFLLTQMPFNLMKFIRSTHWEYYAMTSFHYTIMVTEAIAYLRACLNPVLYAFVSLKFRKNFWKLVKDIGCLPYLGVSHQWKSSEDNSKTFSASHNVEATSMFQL
# Mdm2 MdmX PPI = disrupts the human Mdm2-MdmX interaction | O15151+Q00987 | SaOS-2 split-luciferase Mdm2/MdmX complementation, luminescence | inhibition, % at 8 µM | 330,000 tested, 3% active | AID 485346;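 active = inhibition of at least 50% at 8 µM in the primary screen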
# CCR6 antag = blocks CCL20-driven beta-arrestin recruitment at human CCR6; inhibition, % at 20 µM; AID 493098; P51684; CHO-K1 CCR6 PathHunter beta-arrestin, luminescence, CCL20-stimulated; 340,000 tested, 0.49% active;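 active = compounds whose inhibition of the agonist-driven luminescence signal at 20 µM reaches about 50%, limit read from the data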;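 also: cells stimulated with CCL20 at 14 nM final; plate controls were DMSO with CCL20 for no effect and DMSO without agonist for full effect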
# Target sequence (P51684 whole entry, looked up): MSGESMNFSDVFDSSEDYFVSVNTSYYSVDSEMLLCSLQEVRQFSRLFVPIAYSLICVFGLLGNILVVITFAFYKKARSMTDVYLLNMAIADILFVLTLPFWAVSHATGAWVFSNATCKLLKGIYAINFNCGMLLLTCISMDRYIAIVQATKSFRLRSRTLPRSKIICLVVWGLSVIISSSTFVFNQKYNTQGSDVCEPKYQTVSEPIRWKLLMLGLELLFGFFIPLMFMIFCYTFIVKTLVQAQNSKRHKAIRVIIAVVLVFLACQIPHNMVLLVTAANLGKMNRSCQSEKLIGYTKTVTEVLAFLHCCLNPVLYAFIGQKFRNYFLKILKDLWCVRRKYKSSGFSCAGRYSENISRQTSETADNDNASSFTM
# 697 NFkB inh = inhibitors of the PMA/ionomycin-induced NF-kB reporter in 697 B cells; 697 B-cell NF-kB luciferase reporter, 16 h; 330,000 tested, 0.33% active; inhibition, % at 4 µM; in the data active = inhibition above about 35%
# UPR XBP1 act = activators of adaptive arm of unfolded protein response (XBP1); activation, % at 20 µM; AID 463104; CHO-XBP1 luciferase reporter, IRE1-XBP1 UPR activation, luminescence; percent of tunicamycin response, DMSO as zero; 330,000 tested, 0.33% active;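 active = versus positive control, 20 µM dose yields 30% or more activation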;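 also: 100% = tunicamycin at 10 µg/mL and 0% = DMSO only wells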
#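 Material – CHO cell line with stable XBP1 luciferase reporter · Buffer or medium – F12 plus 10% FBS · Compound – single point, 20 µM final compound, 1% DMSO · Schedule – 16-18 h cell attachment at 37 °C, then 6 h compound exposure · Signal – Steady-Glo luminescence read · Benchmarks – high control tunicamycin 10 µg/mL final, low control DMSO vehicle only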
# Active calls of the source: *; / = not tested or not shown.
SMILES,Jurkat NFkB inh,EBI2 block,Gli-Sufu antag,CHOP UPR activ,CXCR6 block,Mdm2 MdmX PPI,CCR6 antag,697 NFkB inh,UPR XBP1 act
CC(=O)Nc1cccc2cc(O)ccc12,/,-5,0,/,-5,/,-3,/,/
CC(CCc1ccccc1)NC(=O)COC(=O)c1ccc(NC(N)=O)cc1 (stereo unspecified),18,4,6,1.2,-4,-11,9,-6,-5
COc1ccccc1S(=O)Cc1ccc(C(=O)O)o1 (stereo unspecified),-5,-4,0,-1.2,-5,0,-20,-1,-2
Cc1ccc(CN(C(=O)c2csnn2)C(C(=O)NC2CCCC2)c2ccccn2)cc1 (stereo unspecified),2,-12,21,0.3,2,3,5,-3,0
O=C(Nc1nnc(COc2ccc(F)cc2)s1)Nc1ccccc1F,-16,0,-1,0.8,7,-7,-4,-12,-1
O=C1C(=O)c2ccccc2C([O-])=C1[n+]1ccccc1,2,-4,8,0.8,-1,32,8,5,2
COc1cccc(CNC(=O)C2CCN(S(=O)(=O)c3ccc(-n4cnnn4)cc3)CC2)c1,-17,3,-4,9.3,-1,-5,2,2,-5
Cc1ccc(NC(=O)CSCC(=O)Nc2cc(Cl)ccc2N2CCN(C)CC2)cc1,-8,8,18,1.4,-6,39,5,0,-4
CC(C)Cn1c(N)c(C(=O)CSc2nc3ccccc3c(=O)n2CCCN2CCOCC2)c(=O)n(C)c1=O,-12,/,/,-0.2,/,19,/,18,-2
CCOC(=O)N1CCN(C(=O)COc2cccc3c2CCN(Cc2ccccc2F)C3=O)CC1,-13,3,10,-1.0,-9,-5,-5,8,1
COC(=O)c1c(F)c(F)c(N2CCOCC2)c(F)c1F,-5,-2,-20,-0.6,5,8,-3,-3,-1
CN(C)CCNc1c2c(c(C#N)c3nc4ccccc4n13)CCCC2,7,-10,26,-0.6,-2,25,5,-9,1
CN(C)c1ccc(/C=C/C(=O)c2c(O)c3ccccc3oc2=O)cc1,6,-3,31,3.1,5,-36,17,11,0
CCC(=O)c1cc(F)ccc1OCC(=O)Nc1ccc2c(c1)OCCO2,-5,-2,-1,1.1,-10,15,-3,-2,2
CCOC(=O)N1CCC(NC(=O)C(C)n2c3ccccc3c3cnn(C)c(=O)c32)CC1 (stereo unspecified),-7,-5,20,-1.4,1,19,2,-10,0
Cc1ccc(S(=O)(=O)NC(C(=O)OCC(=O)NC(=O)c2cccn2C)C(C)C)cc1 (stereo unspecified),-6,10,-5,-0.7,5,12,-1,3,0
O=C(COC(=O)c1cccs1)Nc1ccccc1[N+](=O)[O-],2,-11,5,-0.2,0,13,4,-11,7
Cc1ccc(N(CC(=O)N2CCN(Cc3ccccc3)CC2)S(C)(=O)=O)cc1C,7,0,9,-2.9,2,18,8,5,-4
CC1(C)COC2(OC1)C(=O)N(CN1CCOCC1)c1ccccc12,4,-2,-20,1.5,7,28,6,-4,1
O=C(O)CC1S/C(=N/N=C/c2ccc(-c3ccc(Cl)c([N+](=O)[O-])c3)o2)NC1=O (stereo unspecified),0,1,-8,1.0,15,-43,58*,17,0

# Looked up above:
# Result for O=C(O)CC1S/C(=N/N=C/c2ccc(-c3ccc(Cl)c([N+](=O)[O-])c3)o2)NC1=O (stereo unspecified) in CHOP UPR activ: 1.0
# Result for CC(=O)Nc1cccc2cc(O)ccc12 in Gli-Sufu antag: 0

# (cont.)
SMILES,Jurkat NFkB inh,EBI2 block,Gli-Sufu antag,CHOP UPR activ,CXCR6 block,Mdm2 MdmX PPI,CCR6 antag,697 NFkB inh,UPR XBP1 act
COC(=O)NNC(=O)c1ccc(C)c(Br)c1,-3,5,0,0.9,0,20,1,13,-1
CCOc1ccc(Br)cc1/C=N/NC(=O)c1ccncc1,0,-10,2,-1.5,1,-14,7,14,5
O=C(O)c1ccc(NC(=O)c2cc3ccccc3o2)cc1,-3,-1,-8,5.5,5,-11,-10,-19,-3
N#Cc1c(NC(=O)C2CC2)sc2c1CCCCC2,10,-10,-26,5.9,0,-45,4,4,4
O=C(Nc1cccc(S(=O)(=O)Nc2ccc(SC(F)F)cc2)c1)C1CCC1,4,5,1,-1.1,-2,20,9,-11,-4
CCOC(=O)C1(CCOc2ccccc2)CCN(Cc2ccc(OC)c(O)c2)CC1,1,-1,26,-0.5,1,25,14,-22,-6
Cn1nc(C(=O)OCC(=O)NCc2ccc(Cl)cc2)c2ccccc2c1=O,4,-13,-3,0.2,-1,7,4,3,-1
O=C(Cn1cnc2ccccc2c1=O)Nc1ccc(N2CCOCC2)cc1,4,-2,-15,-1.9,-5,3,-10,-7,4
OC1COC(c2ccccc2)OC1C1OC(c2ccccc2)OCC1O (stereo unspecified),/,-4,-2,/,0,/,-6,/,/
COc1ccc(NC(=O)C(=O)N/N=C/c2cccnc2)cc1,9,-4,7,0.2,-5,-14,-10,16,1
O=c1ccc2[n+]([O-])c3ccc(O)cc3oc-2c1,/,-4,-1,/,-31,/,-5,/,/
CCc1nn(CCCC(=O)NCc2ccco2)c(=O)c2cc3occc3n12,16,-9,-2,-1.2,1,12,4,-3,-1
Cc1ccc(NC(=O)CCN2C(=O)CSC2=O)c(C)c1,24,-2,-4,0.9,6,15,1,4,-3
CC(C)CCN(C(=O)CCCSc1nc2ccccc2[nH]1)c1c(N)n(Cc2ccccc2)c(=O)[nH]c1=O,2,3,-6,0.4,4,10,12,-19,-2
COc1cccc(CN(C)C(=O)CNC(=O)c2ccc(-c3ccccc3)cc2)c1OC,37,6,7,0.4,-10,20,6,2,-7
O=C(CSc1nc2c(c(=O)n1-c1ccc(F)cc1)SCC2)NCC1CCCO1 (stereo unspecified),0,-3,6,-0.3,6,22,-4,8,3
O=[N+]([O-])c1ccccc1NCCNS(=O)(=O)c1ccc(Cl)cc1,6,2,2,-0.5,2,-30,18,-8,-2
S=C(NCc1ccccn1)Nc1ccc(Cl)c(Cl)c1,-18,-5,4,4.4,2,10,-8,-10,-3
CCOC(=O)N1CCC(N(CCOC)C(=S)Nc2cccc(SC)c2)CC1,-13,-7,11,-0.9,6,-30,6,-25,1
Cc1cc(Cl)ccc1OCC(O)CN1C(C)CCCC1C (stereo unspecified),-7,/,/,3.3,/,-11,/,-2,3

# Compound profiles, from the list above.
# O=[N+]([O-])c1ccccc1NCCNS(=O)(=O)c1ccc(Cl)cc1 is entered as Jurkat NFkB inh: 6; EBI2 block: 2; Gli-Sufu antag: 2; CHOP UPR activ: -0.5; CXCR6 block: 2; Mdm2 MdmX PPI: -30; CCR6 antag: 18; 697 NFkB inh: -8; UPR XBP1 act: -2
# Cc1ccc(NC(=O)CCN2C(=O)CSC2=O)c(C)c1 is entered as Jurkat NFkB inh: 24; EBI2 block: -2; Gli-Sufu antag: -4; CHOP UPR activ: 0.9; CXCR6 block: 6; Mdm2 MdmX PPI: 15; CCR6 antag: 1; 697 NFkB inh: 4; UPR XBP1 act: -3

# Additional entries follow.
SMILES,Jurkat NFkB inh,EBI2 block,Gli-Sufu antag,CHOP UPR activ,CXCR6 block,Mdm2 MdmX PPI,CCR6 antag,697 NFkB inh,UPR XBP1 act
O=C(/C=C/c1ccccc1)NC(NC(=S)Nc1cccc(O)c1)C(Cl)(Cl)Cl (stereo unspecified),0,26,-1,0.9,1,33,3,-12,-1
CCOC(=O)c1cc(C#N)c(SCC(=O)c2cc(C#N)c(SC)nc2C)nc1C,6,33,15,2.3,2,45,3,11,0
COCCn1c(SCC(=O)Nc2ccccc2)nc2c(oc3ccccc32)c1=O,5,-1,0,0.1,1,33,8,-7,1
CC(Sc1nc2cc(Cl)ccc2s1)C(=O)Nc1cccc(S(=O)(=O)N2CCOCC2)c1 (stereo unspecified),5,-1,5,1.5,3,24,10,10,1
CCC(=O)N(CCc1ccccc1)Cc1cc2cccc(C)c2[nH]c1=O,-22,1,1,-1.7,0,3,15,-12,-5
COc1ccc2nc(NC(=O)c3cccc(S(=O)(=O)N4CCOCC4)c3)sc2c1,-13,6,-4,1.6,-10,4,1,-31,2
Cc1cc(Cl)ccc1NC(=O)CCC(=O)O,13,3,-9,0.3,-11,17,16,8,-6
COc1cc(/C=N/n2c(-c3ccc4c(c3)NC(=O)CO4)csc2=Nc2cccc(C)c2)ccc1O,6,52*,19,0.2,13,44,19,-6,10
COc1cc(NC(=O)Cn2cnc3c(SC)nc(N)nc32)cc(OC)c1OC,-19,-6,-7,-1.8,-3,-45,-7,-11,-1
O=C(COC(=O)c1ccc2c(c1)OCO2)Nc1ccccc1,-14,-8,-7,2.8,-5,-22,-3,12,1
COc1ccc(CCNC(=O)c2cc(COc3c(F)cccc3F)on2)c(OC)c1,-25,-5,7,5.7,-6,-6,0,-22,-4
COC(=O)c1ccc(/C=C2\SC(=S)N(CCCC(=O)NCCCN3CCOCC3)C2=O)cc1,5,16,/,-3.8,-2,17,14,-15,-8
O=C(O)c1ccc(N2CCOCC2)c(N2C(=O)C3C4C=CC(C4)C3C2=O)c1 (stereo unspecified),-1,7,2,-0.3,0,-16,4,-7,-1
O=C1c2ccsc2SCCN1Cc1c(Cl)cccc1Cl,7,2,11,3.0,4,9,-1,6,0
O=C(NC1CCCC1)c1cc2ccccc2o1,-38,3,-21,4.6,2,10,-5,-35,2
CC(=NNC(=S)N1CCC1)c1ccccn1,/,32,89*,/,-18,/,-28,/,/
CCC(CC)c1nnc(NC(=O)CCN2C(=O)c3ccccc3C2=O)s1,0,-7,-4,0.8,-14,18,-10,15,-5
C=CCNC(=O)c1ccc2nc(Cc3ccc(OC)cc3)oc2c1,/,-6,1,/,6,/,2,/,/
COc1ccccc1C(=O)NCCC(=O)NCC(C)(C)N1CCOCC1,9,-15,0,-1.1,6,12,0,-21,-3
CC(C)(C)NC(=O)CSc1nnc(-c2c[nH]c3ccccc23)o1,-5,-9,-11,3.5,-7,-39,4,-35,-4
CC(C)C1Cc2[nH]c(=O)c(C(=O)O)cc2CO1 (stereo unspecified),9,-8,24,-0.9,-7,19,9,10,-2
CCOc1ccc2nc(N(CCN(C)C)C(=O)/C=C/c3cccs3)sc2c1,19,4,16,4.5,-9,65*,15,13,-5
CN(C)/C=C/C(=O)c1nnn(C2CCCCC2)c1NC1CCCCC1,14,11,2,-1.8,9,20,2,4,-5
COc1ccccc1CNC(=O)COC(=O)c1nc(Cl)ccc1Cl,-4,-5,-9,5.5,-4,-3,5,-10,-4
Cn1c(SCC(=O)Nc2ccc(N3CCOCC3)cc2)nnc1-c1ccccc1F,-1,-5,-15,4.2,14,-10,-3,13,-2
O=C(CCSc1ccccc1)Nc1nc2c(s1)COc1ccccc1-2,-11,5,7,1.6,9,-12,21,-9,1
CCN(CC)C(=S)SCC(=O)Nc1ccc(F)cc1,-11,3,-22,1.4,-2,33,3,-4,2
Cc1c(C(=O)NCCCN2CCCC2=O)oc2c(Cl)cccc12,22,0,2,1.0,10,26,2,9,1
O=C(NC(=S)Nc1ccc(NC(=O)c2cccs2)cc1)c1ccc([N+](=O)[O-])cc1,-14,-8,-2,6.1,19,-11,46,-19,-1
O=C(COC(=O)c1ccc(-n2cnnn2)cc1)c1ccc(Br)cc1,-5,-4,-23,6.5,-4,20,10,-23,-1
COc1ccc(NC(=O)[C@H](C)NC(N)=O)cc1S(=O)(=O)Nc1cc(C)ccc1Br,-8,-5,6,-0.9,-2,5,-1,-1,0
COCCSc1nc(N)c2c3c(sc2n1)CN(C)CC3,-5,9,-8,2.9,2,-34,6,7,-1
Cc1ccc2c(c1)N(CC(=O)NCc1cccs1)C(=O)C(C)O2 (stereo unspecified),1,3,7,0.0,12,12,4,7,3

# Screening data deposited in PubChem BioAssay by Sanford-Burnham Center for Chemical Genomics.
